TAAR1 antag: antagonists of human TAAR1; AID 624466; CHO RD-HGA16 TAAR1, Fluo-8 calcium fluorescence, antagonist; inhibition, % at 3 µM; 360,000 tested, 1.5% active; Q96RJ0;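 active = inhibition above a per-plate cutoff, the mean inhibition of test compounds on that plate plus 3 SD, cut at about 49% in these data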;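 also: 0% = DMSO plus EC80 beta-PEA response and 100% = DMSO alone without agonist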
Target sequence (Q96RJ0 whole entry, looked up): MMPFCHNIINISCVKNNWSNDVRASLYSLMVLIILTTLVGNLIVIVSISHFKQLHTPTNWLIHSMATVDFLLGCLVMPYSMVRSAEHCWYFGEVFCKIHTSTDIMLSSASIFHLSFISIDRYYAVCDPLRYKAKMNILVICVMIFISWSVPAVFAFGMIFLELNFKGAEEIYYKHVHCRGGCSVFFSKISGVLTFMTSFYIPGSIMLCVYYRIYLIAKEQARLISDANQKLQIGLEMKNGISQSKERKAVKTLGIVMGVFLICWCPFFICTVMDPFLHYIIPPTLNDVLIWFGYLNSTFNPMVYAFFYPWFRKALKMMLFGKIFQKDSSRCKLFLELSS
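System: RD-HGA16 CHO cells with stable hTAAR1 and Gα16 | Probe or stimulus: EC80 β-phenethylamine stimulus | Dosing: 3 µM, single point | Times: Dye loading 75 min at 37 °C, then 30 min room temperature | Measured by: Fluo-8 calcium-sensitive fluorescence | Read-out basis: % inhibition of agonist calcium response | Replicates: n of 1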
GPR7 antagonist: human neuropeptides B/W receptor 1 antagonism | inhibition, % at 4.4 µM | 290,000 tested, 1.1% active | AID 1861 | GPR7-expressing cells, fluorescence antagonist assay | P48145; in the data active = inhibition above about 16%, passing the limit was not always enough;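 also: cells stimulated with the agonist NPW; 0% = agonist with vehicle and 100% = vehicle without agonist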
Target sequence (P48145 whole entry, looked up): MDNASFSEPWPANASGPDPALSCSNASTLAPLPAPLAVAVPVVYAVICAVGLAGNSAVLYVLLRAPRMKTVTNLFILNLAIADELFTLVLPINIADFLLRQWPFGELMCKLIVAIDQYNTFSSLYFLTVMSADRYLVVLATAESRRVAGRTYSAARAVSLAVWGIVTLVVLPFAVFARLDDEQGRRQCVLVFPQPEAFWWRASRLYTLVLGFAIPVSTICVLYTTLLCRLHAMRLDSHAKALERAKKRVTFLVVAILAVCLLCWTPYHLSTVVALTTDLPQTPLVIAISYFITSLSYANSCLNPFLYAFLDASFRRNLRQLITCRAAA
M1 ag parental: counter-screen for M1 agonists: effect in parental CHO-K1 cells; 360,000 tested, 0.48% active; AID 602248; activation, % at 3 µM; Fluo-8 calcium fluorescence; scaled to maximal ATP response, vehicle zero; in the data active = activation above about 15%;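 also: untransfected CHO-K1 host cells lacking M1 receptor as counterscreen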
CHO-K1 Ca antag: nonselective inhibitor or artifact in parental CHO-K1 cells. ATP-induced calcium, Fluo-8 fluorescence. inhibition, % at 3 µM. 360,000 tested, 0.6% active. AID 602250;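 active = inhibition above a per-plate cutoff, the plate's mean sample inhibition plus 3 SD, cut at about 24% in these data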;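 also: 0% = DMSO plus EC80 ATP and 100% = DMSO alone without ATP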
V1aR counter: V1a receptor agonism, counter-screen for OXTR agonists. 320,000 tested, 0.25% active. P37288. activation, % at 3 µM. CHO-V1R cells, Fluo-8 calcium fluorescence, agonist mode; 0% DMSO, 100% 3 nM vasopressin;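 active = activation above the mean activation of all tested compounds plus 3 SD, per screening run, cut at about 20% in these data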;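 also: signal is peak over basal fluorescence ratio across a 100 second FLIPR read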
Target sequence (P37288 whole entry, looked up): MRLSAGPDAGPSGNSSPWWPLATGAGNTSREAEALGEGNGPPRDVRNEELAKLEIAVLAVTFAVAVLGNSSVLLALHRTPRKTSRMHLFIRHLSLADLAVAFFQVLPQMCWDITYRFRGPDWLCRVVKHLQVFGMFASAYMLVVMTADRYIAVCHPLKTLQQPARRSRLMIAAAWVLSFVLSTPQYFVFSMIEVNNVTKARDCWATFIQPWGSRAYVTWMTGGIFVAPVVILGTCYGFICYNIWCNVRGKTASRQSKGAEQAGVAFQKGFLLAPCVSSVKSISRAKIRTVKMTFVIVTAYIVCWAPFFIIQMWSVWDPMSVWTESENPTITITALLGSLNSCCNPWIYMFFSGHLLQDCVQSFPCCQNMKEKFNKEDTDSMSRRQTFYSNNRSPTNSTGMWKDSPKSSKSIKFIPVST
OXTR potentiate: potentiates the human oxytocin receptor response | P30559 | CHO-OTR cells, Fluo-8 calcium fluorescence, potentiator mode; 0% = oxytocin EC15, 100% = EC100 | activation, % at 3 µM | 320,000 tested, 0.061% active;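 active = activation above that plate's cutoff, the mean activation of tested compounds plus 3 SD, cut at about 6.6% in these data, passing the limit was not always enough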;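 also: 100% uses oxytocin at 75 nM as the full agonist control; some results filed as inactive read as strong as hits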
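test system = CHO-OTR cells, human receptor | compound = single-point 3.0 µM | schedule = 6 min compound pre-incubation at room temperature, 100 s kinetic read | signal = Fluo-8 no-wash calcium dye fluorescence, excitation 470-495 nm, emission 515-575 nm | repeats = single well per compound, singlicate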
CHO parental Ca: counter-screen: ATP calcium response change in parental CHO cells; parental CHO-K1, ATP-induced calcium, Fluo-8 fluorescence; inhibition, % at 5.6 µM; 330,000 tested, 0.63% active;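 active = inhibition above that plate's mean sample inhibition plus 3 SD, cut at about 26% in these data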;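 also: 0% = ATP-challenged DMSO wells and 100% = DMSO wells without ATP; some compounds past the cut are filed as inactive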
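Material: Parental CHO cells | Reagent: ATP | Compound dosing: Single nominal dose of 5.6 µM per compound | Detection: Intracellular calcium via Fluo-8 no-wash fluorescent dye | Read-out: % inhibition of ATP-induced calcium mobilization | Benchmarks: Low control ATP plus DMSO, high control DMSO only | Replicates: Singlicate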
M1 PAM parental: M1 PAM counterscreen hit in parental CHO-K1 cells. ATP EC20, Fluo-8 calcium fluorescence; 0% at ATP EC20, 100% at ATP max. activation, % at 3 µM. 360,000 tested, 0.02% active. AID 602247;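 active = activation above the run cutoff, the mean activation of all test compounds plus 3 SD, cut at about 40% in these data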;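 also: peak over basal fluorescence ratio in a 140 s read after ATP addition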
OXTR ag: activates the human oxytocin receptor; P30559; activation, % at 3 µM; CHO-OTR cells, Fluo-8 calcium fluorescence; normalized: DMSO 0%, oxytocin 100%; 320,000 tested, 0.32% active;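 active = activation above the mean of all tested compounds plus 3 SD, cutoff set per screening run, cut at about 20% in these data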;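 also: peak over basal fluorescence ratio from a 100 s FLIPR kinetic read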
The depositor's hits bear a star; / = no result given.

SMILES | TAAR1 antag | GPR7 antagonist | M1 ag parental | CHO-K1 Ca antag | V1aR counter | OXTR potentiate | CHO parental Ca | M1 PAM parental | OXTR ag
CS(=O)(=O)c1ccc(Cl)c(NC(=O)CN2CCN(S(=O)(=O)/C=C/c3ccccc3)CC2)c1 | 3 | / | 2.2 | -21 | / | / | / | 11 | /
c1ccc2c(CSCc3nc4ccccc4[nH]3)cccc2c1 | 28 | 12 | 3.6 | 8 | 4.9 | -8 | -5 | 13 | 4.4
O=C1C=CCCC1 | -11 | / | 0.4 | -11 | 1.6 | -2 | -11 | 13 | 1.6
O=C(Nc1nccs1)c1ccc(COc2ccccc2Cl)o1 | 18 | 8 | 1.8 | -11 | 0.4 | -28 | -16 | 8 | -1.2
CCCNC(=O)NC(=O)CSc1nc2ccccc2c(=O)n1Cc1ccncc1 | 3 | -17 | -0.3 | 6 | 1.1 | 1 | -10 | -26 | -1.1
O=C(Cc1ccccc1)NCC(=O)OCC(=O)c1ccc([N+](=O)[O-])cc1 | -18 | 8 | 1.9 | -14 | -0.9 | -7 | 2 | 26 | -1.0
CCOc1cc(N2CCOCC2)c(OCC)cc1NC(=O)c1ccccc1C | 6 | -8 | 2.4 | -10 | -0.6 | -6 | -10 | 25 | -1.0
CCOc1ccc(CCNC(=O)c2cc3sccc3n2C)cc1OCC | 9 | 1 | 2.1 | -7 | -1.6 | -8 | -13 | 10 | -1.2
COc1ccc2nc(SCC(=O)Nc3cc(C)on3)c(C#N)cc2c1 | -1 | -7 | 0.5 | -16 | 0.2 | -4 | 5 | -3 | 1.1
O=[N+]([O-])c1cccc(Oc2cnccn2)c1 | 5 | 19 | 1.1 | -14 | 0.2 | -6 | 3 | 22 | 0.6
Brc1ccc(C2=Nc3cccc4cccc(c34)N2)o1 | -12 | -11 | 0.1 | -3 | 0.3 | -6 | 3 | 13 | 0.2
CN(CC(=O)Nc1ccc(N2CCOCC2)cc1)CC(=O)Nc1ccccc1C#N | 10 | -11 | 0.6 | -6 | 0.3 | 4 | -11 | 20 | 1.0
Cc1ccc(-c2[nH]ncc2C(=O)c2cccc(F)c2)c(O)c1 | 2 | 11 | 6.5 | -16 | 6.5 | -20 | 0 | 8 | 3.5
CCOC(=O)C1=C(COC(=O)c2nc(Cl)ccc2Cl)NC(=O)NC1C (stereo unspecified) | -33 | / | 0.0 | -2 | / | / | / | 3 | /
O=C(CCN1C(=O)S/C(=C\c2ccccc2)C1=O)Nc1ccc(O)cc1C(=O)O | -35 | -7 | 1.1 | -7 | 0.9 | -4 | 3 | 5 | -0.6
Cc1ccc(C(=O)OCC(=O)N2C(C)CCCC2C)cc1S(=O)(=O)N1CCCCC1 (stereo unspecified) | -28 | / | 0.5 | 6 | 0.1 | -8 | 1 | -9 | 0.0
CCCCC(=O)Nc1nc2ccc(C(=O)OC)cc2s1 | 1 | 1 | 0.1 | -7 | -0.6 | -5 | -9 | 2 | -2.4
CCOC(=O)c1cc(C#N)c(N)nc1C | 10 | 5 | -0.1 | -34 | 0.5 | -1 | -5 | 9 | 0.4
O=C(O)CSCC(=O)N1CCN(c2ncnc3scc(-c4ccccc4)c23)CC1 | 11 | 1 | -0.2 | 12 | 0.3 | -2 | -5 | -8 | 0.5
CCOc1ccc(NC2=C(Cl)C(=O)N(Cc3ccccc3)C2=O)cc1 | -8 | 74* | 0.9 | -14 | -0.5 | -9 | 5 | 12 | -1.3
O=C1CCc2cc(S(=O)(=O)NCc3ccc(F)cc3)cc3c2N1CC3 | -22 | / | 0.9 | -7 | / | / | / | -10 | /
Cc1cc(=O)oc2cc(OCCCC[n+]3ccccc3)ccc12 | -16 | -20 | 0.0 | 3 | 1.4 | -5 | -6 | -13 | 0.4
CCn1c(SCC(=O)Nc2nc(C)c(C)s2)nc2cccnc21 | 9 | -16 | 1.1 | 5 | 1.1 | -12 | -23 | 1 | 0.2
COC(=O)CN(c1ccc2c(c1)OCO2)S(C)(=O)=O | 10 | -5 | 0.1 | -22 | 0.1 | 0 | -7 | 19 | -0.3
CCc1ccc(NS(=O)(=O)c2c(C)nc3sc(CC)nn3c2=O)cc1 | 3 | -5 | 2.7 | -2 | 5.7 | -4 | -8 | 10 | 6.3

Ordered by value in TAAR1 antag (largest number first): three of the compounds above.
compound | TAAR1 antag
O=C(Nc1nccs1)c1ccc(COc2ccccc2Cl)o1 | 18
CN(CC(=O)Nc1ccc(N2CCOCC2)cc1)CC(=O)Nc1ccccc1C#N | 10
CCOc1ccc(NC2=C(Cl)C(=O)N(Cc3ccccc3)C2=O)cc1 | -8

Next part.
SMILES | TAAR1 antag | GPR7 antagonist | M1 ag parental | CHO-K1 Ca antag | V1aR counter | OXTR potentiate | CHO parental Ca | M1 PAM parental | OXTR ag
O=S1(=O)CCC(NC(=S)N2CCCCC2)C1 (stereo unspecified) | -9 | 7 | 0.6 | -10 | 0.8 | -1 | -4 | 22 | 0.3
Cn1c(=O)[nH]c2cc3ccccc3cc21 | -8 | -1 | -0.2 | -4 | 0.1 | -3 | -13 | 8 | 0.7
COc1ccccc1NC(=O)COc1ccc(/C=N/n2cnnc2)cc1OC | 3 | -5 | 2.9 | 6 | 0.6 | 2 | -11 | 4 | 1.0
COc1ccc2cc(C(=O)NCc3ccccc3CN3CCCC3)ccc2c1 | -5 | / | 1.7 | -18 | 0.8 | -5 | -7 | 10 | 1.0
CCc1nnc(NC(=O)c2ccc(S(=O)(=O)N(CCOC)CCOC)cc2)o1 | -3 | 6 | -0.1 | -4 | 0.1 | -12 | -4 | 0 | -0.1
COC(=O)CCCNC(=O)OCc1ccc([N+](=O)[O-])cc1 | -1 | 6 | 0.1 | 10 | -0.3 | -18 | 4 | -5 | -0.2
CCCc1ccc(OC(=O)c2ccc(O)cc2Cl)cc1 | 21 | -14 | 1.3 | 11 | -0.4 | -9 | 25 | -12 | 1.1
C[C@@H]1CN([C@@H](C)CO)C(=O)c2cc(Br)cnc2O[C@H]1CN(C)C(=O)Cc1ccccn1 | -17 | / | -0.1 | -4 | / | / | / | 14 | /
C=C(C)CNC(=S)NNC(=O)CCn1c2ccc(Cl)cc2c2cc(Cl)ccc21 | 38 | 7 | 0.7 | -5 | 5.3 | -1 | -4 | 20 | 3.9
CCC(=O)N1COC[C@@H]1Cc1ccccc1 | 2 | -3 | 0.3 | 12 | 1.0 | -4 | -10 | -15 | 1.4
Cc1cccc2nc(-c3cccc(NC(=O)Cc4ccccc4)c3)cn12 | -5 | -6 | 0.3 | -3 | 1.5 | -3 | -25 | 9 | -2.4
COc1ccc(S(=O)(=O)N(C)c2nc3ccccc3n3c(CC(C)C)nnc23)cc1 | -13 | -11 | 0.7 | -6 | 0.0 | -1 | -27 | 1 | 0.2
O=C(c1cccc(COc2cccc3ccccc23)c1)N1CCCC1 | -10 | -5 | 0.1 | 5 | 0.8 | -7 | -20 | -1 | -2.4
CC1CC(=O)Nc2ccccc2N1C(=O)Cn1cnc2ccccc2c1=O (stereo unspecified) | -8 | / | 0.3 | -16 | 0.1 | -1 | -3 | 1 | 0.8
Cc1cc(C)c(NC(=S)N2CCC(N(C)CC3CCCO3)CC2)c(C)c1 (stereo unspecified) | 17 | 10 | 0.5 | -34 | 0.9 | -5 | -3 | -3 | -0.8
CSC1=C(C#N)C(C)C2=C(CC(C)(C)CC2=O)N1 (stereo unspecified) | 0 | -12 | 0.8 | 0 | 1.5 | -16 | -8 | -1 | 1.4
CCCNC(=O)C1CN(S(=O)(=O)c2ccccc2)CCN1S(=O)(=O)c1ccccc1 (stereo unspecified) | 2 | -1 | 0.4 | 2 | 0.8 | 4 | -11 | -11 | 0.3
Cc1cccn2c(=O)nc(SCC(=O)N3CC(C)OC(C)C3)nc12 (stereo unspecified) | -22 | / | 2.8 | 11 | 0.7 | -8 | -10 | -1 | 0.9
COc1ccc2nc(N3CCN(C(=O)c4ccc5ncsc5c4)CC3)sc2c1 | 41 | / | 12 | 0 | 8.3 | -12 | -12 | -1 | 3.8
COc1ccccc1C1CCN(Cc2ccc(C)cc2)CC1 | -25 | -3 | 18* | -4 | 0.4 | -2 | -13 | 18 | -0.4
Cc1c(C)c2c(OCC(=O)NCCCO)cc3c(c2oc1=O)CCC(C)(C)O3 | 5 | -17 | 1.3 | -1 | 1.4 | -7 | -7 | 2 | -1.2
CCOC(=O)CN(C#N)c1nc(N(C)C)nc(N(C)C)n1 | -25 | -10 | 0.0 | -6 | -1.4 | -7 | -22 | 6 | -2.6
O=C(Cc1cccc2ccccc12)Nc1nc2ccccc2[nH]1 | -13 | 6 | 1.3 | -14 | 1.8 | -4 | -14 | 13 | 1.6
CCn1c(=O)c2ccccc2n(CC(=O)N2CCCc3ccccc32)c1=O | -22 | -8 | 0.5 | -3 | 0.4 | -5 | -12 | 8 | -0.8
C1=Nc2c(Nc3ccccc3)ncnc2Oc2ccccc21 | 18 | -8 | 1.4 | -1 | -1.0 | -8 | -24 | 19 | -1.9
(continued)
SMILES | TAAR1 antag | GPR7 antagonist | M1 ag parental | CHO-K1 Ca antag | V1aR counter | OXTR potentiate | CHO parental Ca | M1 PAM parental | OXTR ag
Cc1ccc(-c2cc(-c3nnc(SCC(=O)NCC(C)C)n3N)c3ccccc3n2)cc1 | 3 | -7 | 1.2 | -24 | -1.5 | -8 | -49 | 22 | -1.9
CCOC(=O)c1ccn(CSc2c(F)c(F)cc(F)c2F)n1 | -12 | / | -0.4 | 21 | -0.2 | 2 | -19 | -12 | -1.2
Nc1ncnc(Sc2ccccc2)c1[N+](=O)[O-] | 0 | -9 | -0.4 | -2 | 0.1 | 0 | -3 | 6 | -0.5
COc1cc(S(=O)(=O)Nc2ccc3c(c2)C(=O)N(C)C3=O)ccc1NC(C)=O | -4 | / | -0.3 | -10 | 2.2 | -8 | 4 | 12 | 1.5
COc1cccc(CN(C(=O)c2cccs2)C2CCS(=O)(=O)C2)c1 (stereo unspecified) | -5 | 0 | 0.3 | -15 | 0.2 | -10 | -4 | 13 | 0.8
CC1(C(=O)Nc2cccnc2)Cc2c(-c3cccc(C(F)(F)F)c3)ccnc2O1 (stereo unspecified) | -9 | / | 0.2 | -14 | / | / | / | 4 | /
O=C(NCc1ccc2c(c1)OCO2)Nc1cccc(Cl)c1 | 6 | 5 | 2.0 | -1 | 4.0 | -17 | -15 | -6 | -0.5
Cc1ccc(OCCC(=O)OCC(=O)N2CCN(S(=O)(=O)c3ccc(C)cc3C)CC2)cc1 | -3 | / | 0.6 | -1 | 5.5 | -13 | -6 | -14 | 3.4
COc1ccc(C=NNC(=S)Nc2ccc(F)cc2)cc1OC | 7 | / | 1.9 | -4 | / | / | / | -11 | /

Compound activity deposited in PubChem BioAssay by The Scripps Research Institute Molecular Screening Center.
